Screens (PubChem BioAssay)
ADAM17 inh: ADAM17 inhibitors, primary screen, biochemical, QFRET; 370,000 tested, 0.83% active; inhibition, % at 6.95 µM; recombinant ADAM17, EDANS/DABCYL FRET peptide cleavage; Disintegrin and metalloproteinase domain-containing protein 17 (Homo sapiens), P78536; AID 720648, 2013;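 active means inhibition above the mean of compounds lying between control limits plus 3 SD, set per campaign, cut at about 8.5% in these data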;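 further: 0% = DMSO-only wells as the low control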
ASAP1 inh: inhibitors of human ASAP1 ArfGAP activity, primary screen, biochemical, fluorescence polarization. Arf-GAP with SH3 domain, ANK repeat and PH domain-containing protein 1 (Homo sapiens), …. ASAP1-stimulated ARF1 GTP hydrolysis, GDP FP detection. inhibition, % at 16.5 µM. 360,000 tested, 0.19% active; in the data active means inhibition above about 25%;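 further: 0% = vehicle with enzyme and substrate and 100% = no enzyme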
PLC-beta3 inh: human PLC-beta3 inhibitors, primary screen, biochemical, fluorescence; Purified PLC-beta3, fluorogenic substrate; inhibition, % at 12.2 µM; 370,000 tested, 0.18% active; in the data active means inhibition above about 11%;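 further: 0% = median of compound wells on plate and 100% = full blocker control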
Target sequence (Q01970 whole entry, looked up): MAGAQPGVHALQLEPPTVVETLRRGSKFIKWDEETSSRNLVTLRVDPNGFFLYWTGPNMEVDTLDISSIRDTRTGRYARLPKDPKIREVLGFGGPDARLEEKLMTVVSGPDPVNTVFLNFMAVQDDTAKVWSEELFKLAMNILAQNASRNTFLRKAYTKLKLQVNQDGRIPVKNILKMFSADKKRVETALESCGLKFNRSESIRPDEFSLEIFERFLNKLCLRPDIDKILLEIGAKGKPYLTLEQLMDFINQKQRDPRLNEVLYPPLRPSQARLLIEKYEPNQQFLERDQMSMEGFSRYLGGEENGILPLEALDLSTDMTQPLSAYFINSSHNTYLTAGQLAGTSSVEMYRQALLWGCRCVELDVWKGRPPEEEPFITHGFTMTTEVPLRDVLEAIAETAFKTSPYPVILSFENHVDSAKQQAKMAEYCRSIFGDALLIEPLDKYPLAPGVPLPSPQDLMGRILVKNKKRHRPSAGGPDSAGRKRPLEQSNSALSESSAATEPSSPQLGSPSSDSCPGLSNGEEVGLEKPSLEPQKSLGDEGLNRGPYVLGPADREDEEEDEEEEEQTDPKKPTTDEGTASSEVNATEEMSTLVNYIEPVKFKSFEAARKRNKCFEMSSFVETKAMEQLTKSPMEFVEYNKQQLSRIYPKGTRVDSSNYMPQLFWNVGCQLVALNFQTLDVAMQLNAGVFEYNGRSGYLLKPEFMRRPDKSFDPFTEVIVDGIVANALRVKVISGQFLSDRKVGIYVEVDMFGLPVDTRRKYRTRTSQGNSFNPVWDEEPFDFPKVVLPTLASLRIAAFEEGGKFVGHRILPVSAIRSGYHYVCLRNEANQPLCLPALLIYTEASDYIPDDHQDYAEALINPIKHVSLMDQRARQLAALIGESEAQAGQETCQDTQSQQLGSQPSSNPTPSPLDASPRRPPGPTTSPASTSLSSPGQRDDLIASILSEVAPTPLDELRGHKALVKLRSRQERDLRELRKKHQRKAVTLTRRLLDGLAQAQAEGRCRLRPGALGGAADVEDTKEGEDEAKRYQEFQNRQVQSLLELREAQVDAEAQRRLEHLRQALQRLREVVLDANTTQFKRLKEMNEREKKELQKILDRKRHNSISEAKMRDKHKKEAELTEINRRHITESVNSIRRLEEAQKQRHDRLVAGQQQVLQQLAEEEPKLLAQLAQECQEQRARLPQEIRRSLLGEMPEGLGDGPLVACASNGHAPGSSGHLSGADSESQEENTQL
TDP2 absorb: human TDP2 enzyme inhibitors, primary screen, biochemical, epi absorbance, recombinant enzyme; inhibition, % at 12.8 µM; 370,000 tested, 0.34% active; Tyrosyl-DNA phosphodiesterase 2 (Homo sapiens), O95551; T5PNP hydrolysis, p-nitrophenol absorbance 415 nm;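 active means inhibition above the mean of all tested compounds plus 3 SD, set per campaign, cut at about 25% in these data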;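 further: 0% = DMSO with enzyme and 100% = buffer with substrate but no TDP2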
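Test system: Human TDP2 enzyme | Reagent: 5 mM T5PNP | Compound dosing: 12.8 µM single point, 1% DMSO | Incubation: Enzyme reaction with compound for 2 h at 37 °C | Technique: p-Nitrophenol epi absorbance | Read-out: % inhibition relative to enzyme-containing and enzyme-free wells | Benchmarks: High control without enzyme, low control DMSO plus TDP2 | Replicates: Singlicate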
DDE Tn6 FP inh: inhibitors of Tn6 peptide binding to fibrin DD(E), primary screen, biochemical, fluorescence polarization, human fibrin, Tn6 probe. Fibrin DD(E) TRITC-Tn6 fluorescence polarization displacement. inhibition, % at 8.3 µM. Fibrinogen beta chain (Homo sapiens), P02675. 370,000 tested, 0.21% active;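 active means inhibition above a per-campaign cutoff: mean of compounds within control limits plus 3 SD, cut at about 15% in these data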;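 further: 0% = median of all compound wells on the plate and 100% = blocking peptide control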
PLCg1 inh: PLC-gamma1 enzyme inhibitors, primary screen, biochemical, fluorescence, purified enzyme; 1-phosphatidylinositol 4,5-bisphosphate phosphodiesterase gamma-1 (Homo sapiens), P19174; 370,000 tested, 0.84% active; fluorogenic substrate; inhibition, % at 12.2 µM; AID 720700, 2013; in the data active means inhibition above about 9.5%
ARFGAP1 inh: inhibitors of rat ARFGAP1 GAP activity, primary screen, biochemical, fluorescence polarization, GDP tracer; ADP-ribosylation factor GTPase-activating protein 1 (Rattus norvegicus), Q62848; Arfgap1-stimulated ARF1 GTP hydrolysis, GDP FP detection; inhibition, % at 16.5 µM; 360,000 tested, 0.26% active;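 active means inhibition above a per-plate limit, mean inhibition of low control wells plus 3 SD, cut at about 25% in these data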;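 further: 0% = DMSO wells with enzyme and 100% = wells lacking Arfgap1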
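system = rat Arfgap1 catalytic domain, aa 1-136 | technique = FP, GDP Alexa 633 tracer displaced from anti-GDP antibody, 620/688 nm | compound = one concentration, 16.5 µM, DMSO 1.26% | medium = HEPES-based buffer, pH 7.5 | timing = compound-enzyme preincubation 20 min, reaction 120 min, detection 60 min, 25 °C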
SIAE inh: human SIAE inhibitors, primary screen, biochemical, fluorescence polarization, FP-Rh probe, 1536-well HTS | SIAE FP-Rh probe binding | inhibition, % at 9.66 µM | 370,000 tested, 0.69% active | AID 1053197, 2014;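 active means inhibition above a cutoff: mean of compounds within the control limits plus 3 SD of those, cut at about 17% in these data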;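 further: 0% = plate median of compound wells and 100% = probe without SIAE protein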
DDE Tn7 FP inh: inhibitors of Tn7 peptide binding to fibrin DD(E), primary screen, biochemical, fluorescence polarization, human fibrin, Tn7 probe | FP displacement of FITC-Tn7 peptide from fibrin DD(E); 0% = median of compound wells per plate | inhibition, % at 8.3 µM | 370,000 tested, 0.13% active | AID 720508, 2013;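 active means inhibition above the mean of compounds falling within the control limits plus 3 SD of them, cut at about 14% in these data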;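 further: 0% = plate median of compound wells and 100% = 10 µM Aha-Tn7 peptide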
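Also added: labelled Tn7 tracer, 0.1 µM; Assay system: human fibrin DD(E) protein; Amount: 2 µM fibrin DD(E); Schedule: 10 min compound pre-incubation, 3 h probe incubation at room temperature; Repeats: one replicate per compound; Read-out basis: percent inhibition; Measured by: fluorescence polarization of the labelled Tn7 tracer.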
ADAM10 inh: human ADAM10 inhibitors, primary screen, biochemical, QFRET, HTS; Disintegrin and metalloproteinase domain-containing protein 10 (Homo sapiens), O14672; recombinant ADAM10, EDANS/DABCYL FRET peptide cleavage, 3 h; inhibition, % at 7 µM; 370,000 tested, 0.62% active; AID 720582, 2013;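 active means inhibition above a per-campaign cutoff equal to the mean of compounds falling between control-based bounds plus 3 SD, cut at about 20% in these data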;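 further: 0% = DMSO wells while the 100% control is not disclosed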
* = called active by the depositor; i = inactive.

SMILES	ADAM17 inh	ASAP1 inh	PLC-beta3 inh	TDP2 absorb	DDE Tn6 FP inh	PLCg1 inh	ARFGAP1 inh	SIAE inh	DDE Tn7 FP inh	ADAM10 inh
CC(C)CNC(=S)N1CCC(NC(=O)C23CC4CC(CC(C4)C2)C3)CC1	0.0	12.0	2.4	8.7	3.0	1.9	-13.4	1.7	6.3	4.1
CCc1noc(C)c1C(=O)NNC(=O)COc1ccc(Br)cc1	-2.8	-17.6	-8.8	8.5	0.6	-4.2	-3.7	-2.5	3.7	-0.4
Cc1cc([N+](=O)[O-])ccc1NC(=O)CSc1nncn1-c1cccnc1	-1.0	-5.3	-0.7	-9.0	4.6	5.6	6.5	-4.2	3.8	-9.7
CCOc1ccc(NC(=O)Nc2nnc(CC(=O)NCc3ccccc3)s2)cc1	-4.1	-12.8	-1.1	5.7	2.7	-3.8	-1.2	-10.9	3.4	0.0
CCOC(=O)c1sc(=S)n(C)c1NC(=O)c1ccccc1C	-0.8	7.8	0.6	-16.3	-6.5	4.4	16.1	-5.3	3.3	4.5
COc1ccc(-n2c(=O)c3ccccc3n(CC(=O)NC3CCCCC3)c2=O)cc1OC	-4.6	-11.1	-8.8	-3.4	-1.9	-1.7	2.3	-1.6	2.5	-13.2
COC(=O)C1CCC(C)(C(=O)Nc2ccccc2)C1(C)C (configuration not stated)	-3.3	10.0	5.4	4.2	3.6	1.9	8.2	-1.0	-9.5	4.7
COc1cc(C(=O)Nc2nnc(C(C)(C)C)s2)c([N+](=O)[O-])cc1OC	-0.5	-9.2	0.8	6.5	11.7	-0.2	0.6	6.6	2.1	1.6
O=C(Nc1ccc(-c2nc3ccccc3s2)c(O)c1)C1=COCCO1	-29.0	-4.7	i	-6.6	1.1	i	-4.5	-12.5	2.7	-89.1
COc1ccc(-c2cc3ncccc3cn2)cc1	-11.8	0.8	-235.5	2.4	5.7	-166.4	0.8	13.6	-2.7	-34.6
CN(C)C(=O)N1CCN(C(=O)[C@H]2O[C@@H](n3ccc(N)nc3=O)[C@H](O)[C@@H]2O)CC1	-1.5	-4.5	0.4	5.7	-3.4	-1.1	18.3	-1.5	-0.8	-1.6
O=C(CNS(=O)(=O)c1ccc2ccccc2c1)OCc1nnc(-c2ccccc2)o1	4.2	-18.7	0.1	-4.9	-1.0	-1.6	3.8	-3.4	-9.9	6.3
CCOC1=C2CN(S(=O)(=O)c3ccc(C)cc3)C(c3ccccc3)CC2N(S(=O)(=O)c2ccccc2Cl)C(c2ccccc2)C1 (configuration not stated)	-4.0	-5.4	-2.9	1.7	-1.6	-0.4	4.2	-3.0	0.5	-5.8
O=S(=O)(N/N=C\C=C\c1ccccc1)c1ccccc1	3.1	7.2	5.2	3.6	-0.2	5.4	-11.8	3.3	2.3	3.7
COc1ccc(CNC(=O)c2ccc3ccccc3n2)cc1OC	-0.2	10.7	-3.5	-1.7	4.1	4.5	5.3	-3.1	-1.2	7.8
CCCn1c(=S)[nH]c2cc(C(=O)N3CCc4ccccc4C3)ccc2c1=O	-4.4	-7.2	-1.1	4.4	-5.1	-2.3	7.2	-5.4	7.5	3.0
CC(C)C(c1nnnn1C1CCCC1)N1CCN(C(=O)c2ccco2)CC1 (configuration not stated)	-0.9	-6.1	5.5	-9.3	3.8	1.1	2.3	1.4	-8.2	5.4
COCCNC(=S)N(C)[C@H]1C[C@H]2c3[nH]c4ccccc4c3CCN2C[C@H]1[C@H](C)O	-21.5	6.9	-157.6	-0.9	0.6	-121.1	8.2	3.4	2.2	-73.9
Clc1ccc(SCc2cc(Cl)nc(-c3ccccc3)n2)cc1	1.1	17.8	-5.5	-19.7	-2.5	-1.4	15.6	-4.5	-8.8	2.6
CCOC(=O)c1sc(NC(=O)/C=C/c2c(F)cccc2Cl)nc1C	-0.8	-11.1	-3.4	11.0	8.6	-2.4	7.0	-27.2	3.8	-5.5
Cc1ccccc1NC(=O)Cc1nc(COC(=O)c2ccc(Cl)nc2)cs1	8.7*	7.2	-14.0	-5.9	-4.5	-5.1	17.5	4.4	-5.8	-10.5
COc1cc(CN2CC(=O)N(c3ccc(C)cc3)C2=S)cc(OC)c1OC	3.0	-4.0	-3.0	8.5	6.0	-1.5	1.0	-5.9	3.0	3.7
CCn1c(SCC(=O)N/N=C/c2ccc(OC)c(OC)c2)nc2ccccc21	-2.2	8.8	-2.1	-4.1	-5.3	0.1	-1.0	-1.3	-2.2	-5.4
O=C(N/N=C/c1cc(Br)cs1)c1ccc2c(c1)OCCO2	0.5	-7.8	-13.0	10.5	-2.8	-3.0	5.8	-3.2	-2.4	-0.1
Cc1noc(C)c1S(=O)(=O)N1CCCC(C(=O)Nc2nccs2)C1 (configuration not stated)	-0.1	-19.2	2.9	4.3	-3.3	0.6	-0.1	-0.1	1.4	-4.8
COc1ccc2nc(NC(=O)C3CC(=O)N(c4ccccc4)C3)sc2c1 (configuration not stated)	2.8	-7.1	-1.1	-0.3	-2.0	-1.4	5.4	-2.3	-9.0	-2.5
CCn1ncc(CN2CCC(C(=O)Nc3cccc(-c4cccc(F)c4)c3)CC2)c1C	-1.4	4.8	-8.1	-4.1	-2.0	1.5	2.5	-0.1	5.4	-68.7
CCOc1ccc(/C(O)=C2/C(=O)C(=O)N(c3cc(C)on3)C2c2ccc(C(=O)OC)cc2)cc1 (configuration not stated)	-4.5	-1.0	-2.9	9.6	9.0	-3.2	-16.1	-2.4	-1.6	-1.1
CCn1cc(C(=O)O)c(=O)c2cc(Br)ccc21	0.5	6.9	-9.1	1.3	-14.0	3.1	-6.4	-0.9	7.1	-8.4
Cc1cc(C)c(NC(=O)COC(=O)COc2ccc3c(C)cc(=O)oc3c2)c(Cl)c1	-44.5	9.8	-13.1	7.5	-20.3	-5.5	-2.5	-4.8	-174.4	-135.5
Cc1ccc(C(=O)CC2C(=O)N(c3ccccc3)C(=S)N2c2ccccc2)cc1 (configuration not stated)	9.3*	-2.1	2.2	-7.6	4.5	1.4	-1.4	0.8	-6.4	15.5
CCCCCCOC(=O)CC1CC(C(C)=O)C1(C)C (configuration not stated)	-5.6	8.6	-9.6	1.6	7.5	2.1	4.1	-1.4	11.1	-15.6
Cc1cc(C)c2c(=O)n(CC(=O)Nc3ccc(Br)c(C)c3)sc2n1	-2.9	-2.4	1.0	1.3	6.1	3.4	-4.2	0.7	-2.1	-8.8
CCN(C(=O)Cn1nc(C)c([N+](=O)[O-])c1C)C1CCS(=O)(=O)C1 (configuration not stated)	3.7	-6.4	-2.4	15.6	3.4	-1.4	6.3	0.6	4.9	-6.0
Cc1ccc(C)c(-n2ccnc2SCC(=O)c2c(N)n(C3CC3)c(=O)[nH]c2=O)c1	-0.9	-1.8	-6.6	-5.8	-8.3	-0.5	2.9	1.2	0.7	-4.5
COc1ccc(/C(C)=N/NC(=O)Cn2nc([N+](=O)[O-])cc2C)cc1	-1.7	6.8	0.6	-4.6	3.3	3.8	-1.6	10.1	-1.3	5.3
O=c1oc2ccccc2nc1/C=C(O)/C=C\c1ccccc1	-5.8	5.5	-38.4	14.5	0.2	-27.8	7.6	3.6	-4.6	-10.9
O=C(Nc1ccc(Cl)cc1)c1cc(-c2cccs2)on1	-3.3	1.3	-8.3	0.4	-2.0	-3.6	-13.2	-1.8	0.7	-1.4
Cc1cc(C(=O)CN2c3cccc4cccc(c34)S2(=O)=O)c(C)n1C	-22.8	11.1	-234.7	-5.3	3.1	-187.5	10.8	11.4	5.5	-97.7
O=C1CN(C(=O)CCCc2c[nH]c3ccccc23)c2ccccc2N1	-4.6	-2.3	-17.2	-0.6	8.8	-9.3	3.1	1.8	3.5	-7.7
Cc1cc(O)c(C2(C(F)(F)F)NCCNC2=O)cc1C (configuration not stated)	0.0	-4.2	0.8	10.8	2.8	1.8	-8.7	-2.2	3.4	1.6
O=C(CSCc1cnn(-c2ccccc2)c1-n1cccc1)NCC1CCCO1 (configuration not stated)	-0.9	-1.2	2.8	-4.3	-0.8	-0.3	-7.6	7.5	0.8	-10.7
Cc1csc(=O)n1CCC(=O)O	-5.0	-11.6	-0.6	2.1	-7.7	-1.1	-5.3	-0.8	-4.8	-5.0
NC(=O)[C@H]1CC2(CC(c3cccc(NC(=O)[C@H]4CCC(=O)N4)c3)=NO2)CN1C(=O)CC(c1ccccc1)c1ccccc1 (some centres not stated)	-0.7	-4.8	2.1	11.7	0.8	-1.6	1.1	0.3	-2.5	0.8
CN1CCN(C(=O)/C=C\C(=O)O)CC1	-2.4	3.7	2.4	4.9	0.9	1.9	6.2	0.5	1.1	2.2
CC(=NNC(=O)CSc1nc2ccccc2o1)c1ccco1	-1.2	1.3	-5.9	10.9	-1.8	-11.0	2.8	8.0	8.2	1.1
O=C(CSc1nccc(=O)[nH]1)NCc1ccc2c(c1)OCO2	0.9	-7.0	-2.9	-8.4	3.4	-1.9	1.1	-7.7	2.9	-2.1

By substructure: the entries above containing two or more sulfur atoms (three)
SMILES	ADAM17 inh	ASAP1 inh	PLC-beta3 inh	TDP2 absorb	DDE Tn6 FP inh	PLCg1 inh	ARFGAP1 inh	SIAE inh	DDE Tn7 FP inh	ADAM10 inh
CCOC(=O)c1sc(=S)n(C)c1NC(=O)c1ccccc1C	-0.8	7.8	0.6	-16.3	-6.5	4.4	16.1	-5.3	3.3	4.5
CCOC1=C2CN(S(=O)(=O)c3ccc(C)cc3)C(c3ccccc3)CC2N(S(=O)(=O)c2ccccc2Cl)C(c2ccccc2)C1 (configuration not stated)	-4.0	-5.4	-2.9	1.7	-1.6	-0.4	4.2	-3.0	0.5	-5.8
Cc1noc(C)c1S(=O)(=O)N1CCCC(C(=O)Nc2nccs2)C1 (configuration not stated)	-0.1	-19.2	2.9	4.3	-3.3	0.6	-0.1	-0.1	1.4	-4.8
